NPY-Y1 PAM-ag: human NPY-Y1 potentiation or agonism, primary screen | P25929 | NPY-Y1 expressing cells, potentiator/agonist activation | activation, % at 3.6 µM | actives 0.37% (n = 220,000) | AID 1304; in the data active = activation above about 33%, passing the limit was not always enough;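 note: cells stimulated with NPY at EC10 then isoproterenol at EC100; 0% = low agonist plus stimulus and 100% = saturating agonist plus stimulus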
NPY-Y2 PAM-ag: potentiates or activates human NPY-Y2 receptor; cells expressing NPY-Y2, potentiator/agonist read-out; P49146; activation, % at 3.6 µM; actives 0.45% (n = 220,000); in the data active = activation above about 27%;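 note: cells stimulated with NPY near EC25 plus isoproterenol at EC100; 0% = vehicle plus submaximal agonist and 100% = vehicle plus saturating agonist; some results beyond the cut were filed as inactive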
Target sequence (P49146 whole entry, looked up): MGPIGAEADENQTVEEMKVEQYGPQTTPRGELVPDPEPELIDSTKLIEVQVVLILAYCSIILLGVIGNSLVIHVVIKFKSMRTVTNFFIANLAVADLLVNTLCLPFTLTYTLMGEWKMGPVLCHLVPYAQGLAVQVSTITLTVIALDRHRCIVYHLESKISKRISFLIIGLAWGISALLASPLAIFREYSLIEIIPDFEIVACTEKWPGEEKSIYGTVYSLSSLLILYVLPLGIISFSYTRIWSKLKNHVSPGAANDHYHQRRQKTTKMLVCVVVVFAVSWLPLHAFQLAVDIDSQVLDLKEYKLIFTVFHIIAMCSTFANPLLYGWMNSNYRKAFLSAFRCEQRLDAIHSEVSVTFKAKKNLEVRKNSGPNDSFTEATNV
EP2 mod: modulates human prostaglandin E2 receptor EP2 signaling. actives 0.83% (n = 260,000). EP2-expressing cells, cAMP HTRF FRET, PGE2 co-stimulation. induction, % at 25 µM;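 active = compounds whose cAMP rise, as percent of the full-agonist control response, exceeds 60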;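 note: rat C6 glioma line stably carrying human EP2 under a CMV promoter; the protocol text gives 20 µM as final concentration; 100% = response of wells given 1 µM PGE2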
Target sequence (P43116 whole entry, looked up): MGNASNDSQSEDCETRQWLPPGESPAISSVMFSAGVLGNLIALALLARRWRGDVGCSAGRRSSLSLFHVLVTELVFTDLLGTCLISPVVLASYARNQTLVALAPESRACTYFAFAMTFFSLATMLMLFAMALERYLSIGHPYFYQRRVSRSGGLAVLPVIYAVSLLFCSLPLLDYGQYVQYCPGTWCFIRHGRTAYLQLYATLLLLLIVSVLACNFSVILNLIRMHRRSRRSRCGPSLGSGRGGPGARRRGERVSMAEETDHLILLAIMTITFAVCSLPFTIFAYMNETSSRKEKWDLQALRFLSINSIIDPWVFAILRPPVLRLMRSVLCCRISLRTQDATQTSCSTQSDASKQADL
eIF4E-4G inh: eIF4E/eIF4G interaction inhibition in translation initiation; TR-FRET eIF4E-eIF4GI(517-606) binding, 2 h; inhibition, % at 21.7 µM; actives 0.37% (n = 220,000); P63073+Q04637;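 active = inhibition above about 30%, limit read from the data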;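 note: 0% = full FRET control wells and 100% = background wells lacking eIF4GI fragment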
S1P4 antag: blocks the human S1P4 receptor; actives 0.26% (n = 220,000); inhibition, % at 4.98 µM; O95977; S1P4-expressing cells, antagonist mode, reporter read-out; AID 1510; in the data active = inhibition above about 29%;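 note: 0% = wells stimulated with agonist and 100% = vehicle wells without agonist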
S1P4 agonist: human S1P4 receptor agonism. O95977. S1P4-expressing cell line, agonist reporter assay. activation, % at 4.98 µM. actives 0.35% (n = 220,000). AID 1509; in the data active = activation above about 11%;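 note: 0% = DMSO vehicle and 100% = reference agonist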
EP2 antag: blocks the human prostaglandin E2 receptor EP2; P43116; C6 glioma cells expressing human EP2, cAMP TR-FRET; cells stimulated with saturating PGE2; inhibition, % at 25 µM; actives 0.52% (n = 260,000); AID 1422;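 active = percent inhibition above 40 after rounding to a whole number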;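 note: rat C6 glioma host cells with rolipram phosphodiesterase inhibitor present; the protocol text gives 20 µM as final concentration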
NPY Y1 blocker: antagonists of human neuropeptide Y receptor Y1. HEK293-CNG Y1 cells, membrane potential fluorescence; NPY at EC95, then isoproterenol. P25929. inhibition, % at 3.6 µM. actives 1% (n = 200,000). AID 1040;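 active = inhibition above the campaign mean inhibition of all tested compounds plus 3 SD, cut at about 20% in these data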;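 note: 0% = DMSO wells given NPY plus isoproterenol and 100% = isoproterenol alone without NPY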
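Material: Y1- and CNG-channel-expressing HEK293 cells / Probe or stimulus: NPY 25 nM then isoproterenol 1 µM plus Ro 20-1724 25 µM / Doses: 3.6 µM single dose, DMSO 0.4% / Schedule: compound incubation 1 h at room temperature, readout 45 min post-stimulation / Signal: membrane potential fluorescence / Benchmarks: isoproterenol-only wells as full block versus NPY-plus-isoproterenol wells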
p97 inhibitor: inhibitors of human p97 ATPase; P55072; recombinant p97 ATPase, Kinase-Glo ATP luminescence, 3 h; inhibition, % at 8 µM; actives 0.42% (n = 220,000); AID 1481; in the data active = inhibition above about 15%;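 note: 0% = DMSO vehicle and 100% = wells lacking enzyme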
Active calls of the source: *; [ ] = remark or other dose.

How did O=C(NCc1cccs1)C1CCCN1C(=O)Nc1cccc(Cl)c1 (stereo unspecified) do in these assays?
NPY-Y1 PAM-ag: 2; NPY-Y2 PAM-ag: 4; EP2 mod: -2; eIF4E-4G inh: -1; S1P4 antag: -4; S1P4 agonist: 1.2; EP2 antag: 2; NPY Y1 blocker: 6; p97 inhibitor: 1

Results for Cc1cc(-c2nnc(-c3cc4ccccc4oc3=O)o2)c(C)n1-c1ccccc1 ?
NPY-Y1 PAM-ag: 0; NPY-Y2 PAM-ag: -17; EP2 mod: 9; eIF4E-4G inh: 7; S1P4 antag: -10; S1P4 agonist: -0.4; EP2 antag: 5; NPY Y1 blocker: 3; p97 inhibitor: -3

Results for COc1ccc(/C=N/OCC(=O)NCC(C)C)c(OC)c1 ?
NPY-Y1 PAM-ag: 2; NPY-Y2 PAM-ag: 13; EP2 mod: -25; eIF4E-4G inh: 0; S1P4 antag: 7; S1P4 agonist: 0.0; EP2 antag: 9; NPY Y1 blocker: 2; p97 inhibitor: 0

Results for O=c1oc(Nc2cccc(F)c2)nc2ccccc12 ?
NPY-Y1 PAM-ag: 12; NPY-Y2 PAM-ag: -11; EP2 mod: -29; eIF4E-4G inh: 6; S1P4 antag: -26; S1P4 agonist: 1.7; EP2 antag: 8; NPY Y1 blocker: 3; p97 inhibitor: 0

Results for Cc1cc(C)c(NC(=O)OCCN2CCOCC2)c(C)c1 ?
NPY-Y1 PAM-ag: -16; NPY-Y2 PAM-ag: -6; EP2 mod: -1; eIF4E-4G inh: 1[fluorescence artefact?]; S1P4 antag: -5; S1P4 agonist: 0.4; EP2 antag: 16; NPY Y1 blocker: 3; p97 inhibitor: -2

Results for O=C(c1cc2c(s1)CCC2)N1C(=O)c2ccccc2S1(=O)=O ?
NPY-Y1 PAM-ag: 16; NPY-Y2 PAM-ag: 10; EP2 mod: 5; eIF4E-4G inh: -4[fluorescence artefact?]; S1P4 antag: 8; S1P4 agonist: -0.7; EP2 antag: 8; NPY Y1 blocker: -1; p97 inhibitor: 6

Results for CCn1c(=O)c(C(=O)Nc2ccccn2)c(O)c2ccccc21 ?
NPY-Y1 PAM-ag: -1; NPY-Y2 PAM-ag: 6; EP2 mod: -2; eIF4E-4G inh: 1; S1P4 antag: -17; S1P4 agonist: 0.7; EP2 antag: 4; NPY Y1 blocker: 2; p97 inhibitor: 11

Results for CC1(C)Cc2c(sc3c2c(=N)n(Cc2ccco2)c(=O)n3CC(=O)Nc2ccccc2)CO1 ?
NPY-Y1 PAM-ag: -6; NPY-Y2 PAM-ag: -2; EP2 mod: 13; eIF4E-4G inh: -7; S1P4 antag: -15; S1P4 agonist: 1.0; EP2 antag: 7; NPY Y1 blocker: -4; p97 inhibitor: -1

How did CCc1ccc(C(=O)NNc2cc(Cl)ccc2Cl)cc1 do in these assays?
NPY-Y1 PAM-ag: 0; NPY-Y2 PAM-ag: -17; EP2 mod: -26; eIF4E-4G inh: 1; S1P4 antag: 26; S1P4 agonist: -0.6; EP2 antag: 15; p97 inhibitor: 7

Results for COc1ccc(CC(=O)Nc2ccc(-c3csc(C)n3)cc2)cc1 ?
NPY-Y1 PAM-ag: -23; NPY-Y2 PAM-ag: -20; EP2 mod: -26; eIF4E-4G inh: -5; S1P4 antag: -15; S1P4 agonist: -1.4; EP2 antag: 17; NPY Y1 blocker: 3; p97 inhibitor: -1

What do the screens show for `Cc1c(NC(=O)NC(=O)c2ccc(F)cc2)c(=O)n(-c2ccccc2)n1C`?
NPY-Y1 PAM-ag: 6; NPY-Y2 PAM-ag: 11; EP2 mod: 10; eIF4E-4G inh: -10[fluorescence artefact?]; S1P4 antag: -3; S1P4 agonist: 0.3; EP2 antag: 5; NPY Y1 blocker: 3; p97 inhibitor: 1

What do the screens show for `O=c1[nH]c2c(Br)cnc([N+](=O)[O-])c2[nH]1`?
NPY-Y1 PAM-ag: -13; NPY-Y2 PAM-ag: 4; EP2 mod: 50; eIF4E-4G inh: 2; S1P4 antag: -2; S1P4 agonist: 1.4; EP2 antag: 3; p97 inhibitor: 0

How did CC(C)(C)c1nc2c(C#N)c(-c3ccc(Cl)cc3)ccn2n1 do in these assays?
NPY-Y1 PAM-ag: -25; NPY-Y2 PAM-ag: -5; EP2 mod: 22; eIF4E-4G inh: -3; S1P4 antag: -10; S1P4 agonist: 2.1; EP2 antag: 9; NPY Y1 blocker: 12; p97 inhibitor: 1

What do the screens show for `C=CCOC(=O)C1=C(C)NC(SCC(=O)Nc2ccccc2)=C(C#N)C1c1ccco1` (stereo unspecified)?
NPY-Y1 PAM-ag: 8; NPY-Y2 PAM-ag: -6; EP2 mod: -1; eIF4E-4G inh: -10[fluorescence artefact?]; S1P4 antag: -10; S1P4 agonist: -2.2; EP2 antag: 9; NPY Y1 blocker: 6; p97 inhibitor: 0

How did COC(=O)N1CCN(c2ccc(C)c(C)c2)CC1 do in these assays?
NPY-Y1 PAM-ag: 18; NPY-Y2 PAM-ag: 3; EP2 mod: -24; eIF4E-4G inh: 1; S1P4 antag: -10; S1P4 agonist: 5.9; EP2 antag: 4; NPY Y1 blocker: 2; p97 inhibitor: 5

How did COC(=O)C(N)Cc1ccc(OC)c([N+](=O)[O-])c1 (stereo unspecified) do in these assays?
NPY-Y1 PAM-ag: 6; NPY-Y2 PAM-ag: 14; EP2 mod: 9; eIF4E-4G inh: 1; S1P4 antag: -1; S1P4 agonist: 1.2; EP2 antag: 11; p97 inhibitor: 0

How did Cc1cc(N=Nc2ccc(C)c(N=Nc3cc(C)c(N)cc3N)c2)c(N)cc1N do in these assays?
NPY-Y1 PAM-ag: 25; NPY-Y2 PAM-ag: 15; EP2 mod: -3; eIF4E-4G inh: 8; S1P4 antag: -20; S1P4 agonist: -1.3; EP2 antag: 5; p97 inhibitor: 3

Results for CS(=O)(=O)N1CCC(C(=O)N2CCN(c3ccccc3)CC2)CC1 ?
NPY-Y1 PAM-ag: 9; NPY-Y2 PAM-ag: -5; EP2 mod: 22; eIF4E-4G inh: 2; S1P4 antag: 5; S1P4 agonist: 0.5; EP2 antag: 7; NPY Y1 blocker: -1; p97 inhibitor: 2

What do the screens show for `CCc1nn(CC(=O)N2CCN(Cc3ccc4c(c3)OCO4)CC2)c(=O)c2cc3occc3n12`?
NPY-Y1 PAM-ag: 10; NPY-Y2 PAM-ag: 4; EP2 mod: 1; eIF4E-4G inh: -1; S1P4 antag: -14; S1P4 agonist: 0.4; EP2 antag: 7; NPY Y1 blocker: -3; p97 inhibitor: 0

What do the screens show for `Cc1ccc2c(c1)c1c3n2CCCN(Cc2ccccc2)C3CCC1` (stereo unspecified)?
NPY-Y1 PAM-ag: -15; NPY-Y2 PAM-ag: -5; EP2 mod: 22; eIF4E-4G inh: 2; S1P4 antag: 1; S1P4 agonist: -2.6; EP2 antag: 5; NPY Y1 blocker: 1; p97 inhibitor: 6

Results for COc1nc(Nc2ccc([N+](=O)[O-])cc2)nc(NC2CCCCC2)n1 ?
NPY-Y1 PAM-ag: -14; NPY-Y2 PAM-ag: 6; EP2 mod: -35; eIF4E-4G inh: -3; S1P4 antag: 1; S1P4 agonist: 0.6; EP2 antag: 9; NPY Y1 blocker: 2; p97 inhibitor: -3

Results for C=CCNC(=O)Nc1ccc(Cl)cn1 ?
NPY-Y1 PAM-ag: -28; NPY-Y2 PAM-ag: -21; EP2 mod: 5; eIF4E-4G inh: 0[fluorescence artefact?]; S1P4 antag: 3; S1P4 agonist: -1.2; EP2 antag: 9; NPY Y1 blocker: -2; p97 inhibitor: -2

Results for COc1ccc(-c2nc3c4c(ncn3n2)-c2ccccc2CC42CCCC2)cc1 ?
NPY-Y1 PAM-ag: 15; NPY-Y2 PAM-ag: 6; EP2 mod: 37; eIF4E-4G inh: 24; S1P4 antag: -17; S1P4 agonist: 0.3; EP2 antag: 3; NPY Y1 blocker: 3; p97 inhibitor: 6

Results for NNC(=O)CSc1c(-c2cccs2)[nH]c2ccccc12 ?
NPY-Y1 PAM-ag: 1; NPY-Y2 PAM-ag: -2; EP2 mod: 6; eIF4E-4G inh: -3; S1P4 antag: -13; S1P4 agonist: 0.1; EP2 antag: 5; NPY Y1 blocker: -1; p97 inhibitor: -2

How did Cc1c(C(=O)c2ccccc2)c(=O)n(C)c(=O)n1C do in these assays?
NPY-Y1 PAM-ag: 5; NPY-Y2 PAM-ag: -5; EP2 mod: 30; eIF4E-4G inh: 4; S1P4 antag: -2; S1P4 agonist: 0.0; EP2 antag: 6; NPY Y1 blocker: -2; p97 inhibitor: 2

Results for Cc1ccsc1/C=N/n1c(-c2ccccn2)n[nH]c1=S ?
NPY-Y1 PAM-ag: -14; NPY-Y2 PAM-ag: -2; EP2 mod: 1; eIF4E-4G inh: -1; S1P4 antag: 0; S1P4 agonist: 0.5; EP2 antag: 8; NPY Y1 blocker: 9; p97 inhibitor: -3

How did CC(=O)Nc1cccc(NC(=O)CSc2ccc(C(F)(F)F)cc2[N+](=O)[O-])c1 do in these assays?
NPY-Y1 PAM-ag: -20; NPY-Y2 PAM-ag: -13; EP2 mod: -39; eIF4E-4G inh: 13; S1P4 antag: -4; S1P4 agonist: -1.1; EP2 antag: 17; NPY Y1 blocker: 1; p97 inhibitor: -10

Results for Cc1cc(OC(=O)c2ccccc2Cl)ccc1N1C(=O)CCC1=O ?
NPY-Y1 PAM-ag: 13; NPY-Y2 PAM-ag: -10; EP2 mod: -3; eIF4E-4G inh: -1; S1P4 antag: 2; S1P4 agonist: 0.0; EP2 antag: 3; NPY Y1 blocker: -1; p97 inhibitor: 2

How did O=C(COC(=O)c1cccnc1)c1ccc(Cl)c(Cl)c1 do in these assays?
NPY-Y1 PAM-ag: -11; NPY-Y2 PAM-ag: -4; EP2 mod: -31; eIF4E-4G inh: 1[fluorescence artefact?]; S1P4 antag: -7; S1P4 agonist: 1.4; EP2 antag: -3; NPY Y1 blocker: 0; p97 inhibitor: -5

What do the screens show for `O=C(O)CCN1C(=O)/C(=C/c2ccc(-c3nc4ccccc4s3)o2)SC1=S`?
NPY-Y1 PAM-ag: -5; NPY-Y2 PAM-ag: 8; EP2 mod: 12; eIF4E-4G inh: 18[fluorescence artefact?]; S1P4 antag: -25; S1P4 agonist: 1.8; NPY Y1 blocker: 0; p97 inhibitor: 3

Results for COc1ccccc1N1CCN(CC(=O)NCC2CCCO2)CC1 (stereo unspecified) ?
NPY-Y1 PAM-ag: 8; NPY-Y2 PAM-ag: -3; EP2 mod: 33; eIF4E-4G inh: 8; S1P4 antag: -10; S1P4 agonist: 0.9; EP2 antag: 6; NPY Y1 blocker: 1; p97 inhibitor: 1

Fetched one by one from the list above, 2 records:
How did Cc1c(C(=O)c2ccccc2)c(=O)n(C)c(=O)n1C do in these assays?
NPY-Y1 PAM-ag: 5; NPY-Y2 PAM-ag: -5; EP2 mod: 30; eIF4E-4G inh: 4; S1P4 antag: -2; S1P4 agonist: 0.0; EP2 antag: 6; NPY Y1 blocker: -2; p97 inhibitor: 2

How did CC(=O)Nc1cccc(NC(=O)CSc2ccc(C(F)(F)F)cc2[N+](=O)[O-])c1 do in these assays?
NPY-Y1 PAM-ag: -20; NPY-Y2 PAM-ag: -13; EP2 mod: -39; eIF4E-4G inh: 13; S1P4 antag: -4; S1P4 agonist: -1.1; EP2 antag: 17; NPY Y1 blocker: 1; p97 inhibitor: -10

Bioassay records deposited in PubChem BioAssay by several laboratories.

Not all compounds are listed; the hit share may differ from the screen's.
